Rab9 prom act: Rab9 promoter activation | Huh7 Rab9 promoter-luciferase reporter, luminescence, 24 h | Potency, µM (series often up to 9.22 µM), for the others: at the highest dose activation, negative = inhibition, most hits filed as activators | 320,000 tested, 2.8% active; further: potency means the concentration at half of the fitted maximal effect; % of control where 0% means no effect; nearly all actives have a fitted effect of over 60% in size
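Quantitative HTS format; Huh7 Rab9-luciferase reporter cells (1500/well) receive compound 2 h post-plating, incubate 24 h at 37 °C, then get luciferase reagent for 10 min before luminescence reading.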
p53 reactivator: mutant p53 re-activation in reporter cells; H1299 p53-A138V BP100-luciferase reporter, luminescence, 24 h; Potency, µM (highest dose often 92.2 µM), for the others: top-dose activity change, positive = activation, hits mostly activators; 320,000 tested, 0.063% active; AID 504706; further: potency means the concentration at half of the fitted maximal effect; % of control where 0% means no effect; nearly all actives have a fitted effect of over 45% in size
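H1299 (p53-null), stable ts p53-A138V + BP100-Luc; 1000 cells/well, Opti-MEM/10% FBS; cpd 4 pt, 1:5; 24 h, 37 deg C, 5% CO2; detection reagent 10 min RT; luminescence.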
Gal4-VP16 FLuc: Gal4-VP16 reporter inhibition counter-screen | Potency, µM (highest dose often 53.6 µM), without a hit: at the highest dose activity, negative = inhibition, hits mostly inhibitors | Drosophila S2 Gal4-VP16 UAS-luciferase, luminescence, 20 h | 310,000 tested, 3.5% active | AID 2546;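 further: Gal4-VP16 expression switched on by copper sulfate through the metallothionein promoter; potency means the concentration at half of the fitted maximal effect; on the % scale 0 is the no-effect control and ±100 the full control effect; nearly all actives have a fitted effect of over 50% in size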
RORgamma inh: inhibitors of mouse ROR gamma transcriptional activity; P51450; Drosophila S2 Gal4-RORgamma UAS-luciferase reporter, 20 h; Potency, µM (highest dose often 53.6 µM), for the others: at the top dose activity change, negative = inhibition, most hits filed as inhibitors; 310,000 tested, 5.4% active; AID 2551; further: potency means the concentration at half of the fitted maximal effect; on the % scale 0 is the no-effect control and ±100 the full control effect; nearly all actives have a fitted effect of over 60% in size
Target sequence (P51450 whole entry, looked up, the tested form may be a part): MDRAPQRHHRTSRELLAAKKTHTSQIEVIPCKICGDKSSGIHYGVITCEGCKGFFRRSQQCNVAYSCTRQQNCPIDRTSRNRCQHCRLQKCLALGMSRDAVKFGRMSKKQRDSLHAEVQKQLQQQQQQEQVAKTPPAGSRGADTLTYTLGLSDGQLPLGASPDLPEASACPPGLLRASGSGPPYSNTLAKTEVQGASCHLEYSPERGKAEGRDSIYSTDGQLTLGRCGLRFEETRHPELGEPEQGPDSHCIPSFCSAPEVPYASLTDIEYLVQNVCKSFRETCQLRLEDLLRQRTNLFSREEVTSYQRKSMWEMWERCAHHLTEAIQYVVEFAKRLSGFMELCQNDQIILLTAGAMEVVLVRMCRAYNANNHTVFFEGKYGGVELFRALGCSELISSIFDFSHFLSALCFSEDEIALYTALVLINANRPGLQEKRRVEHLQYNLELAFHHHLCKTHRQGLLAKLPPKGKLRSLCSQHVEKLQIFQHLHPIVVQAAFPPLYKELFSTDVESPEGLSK
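Using a luciferase readout, inhibitors were identified by reduced reporter activity in Drosophila cells coexpressing a copper-inducible Gal4–ROR gamma fusion and UAS-driven Photinus luciferase, incubated 20 hr after 700 uM copper sulfate.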
Menin MLL FP TR: displaces Texas Red mutant MLL peptide from human menin; O00255; Menin + Texas Red MLL mutant peptide, fluorescence polarization; Potency, µM (top dose mostly 61.6 µM), inactives show at the top dose FP activity change, negative = inhibition, most hits filed as inhibitors; 270,000 tested, 0.23% active; AID 1768; active means well fitted inhibition curve with a large enough effect in the polarisation, with a control signal flat, not every such curve was filed as active; inconclusive means small, poorly fitted or top-dose-only effect, or effect the other way, or a change in a side signal; inactive means no such curve, though single readings can be large or run the other way; the % refers to the polarisation; further: potency means the concentration at half of the fitted maximal effect; % of control where 0% means no effect; many of its hits are not listed in these tables
PKM2 act: activators of human pyruvate kinase M2 | 260,000 tested, 0.34% active | purified PKM2, Kinase-Glo ATP luminescence, activation; response scale: 0% is enzyme alone, no compound | AID 1631 | Potency, µM (titrated, usually from 57.5 µM), for inactives: top-dose activation, usual class: activators; further: potency means the concentration at half of the fitted maximal effect; on the % scale 0 is the no-effect control and ±100 the full control effect; nearly all actives have a fitted effect of over 55% in size
Target sequence (P14618 whole entry, looked up): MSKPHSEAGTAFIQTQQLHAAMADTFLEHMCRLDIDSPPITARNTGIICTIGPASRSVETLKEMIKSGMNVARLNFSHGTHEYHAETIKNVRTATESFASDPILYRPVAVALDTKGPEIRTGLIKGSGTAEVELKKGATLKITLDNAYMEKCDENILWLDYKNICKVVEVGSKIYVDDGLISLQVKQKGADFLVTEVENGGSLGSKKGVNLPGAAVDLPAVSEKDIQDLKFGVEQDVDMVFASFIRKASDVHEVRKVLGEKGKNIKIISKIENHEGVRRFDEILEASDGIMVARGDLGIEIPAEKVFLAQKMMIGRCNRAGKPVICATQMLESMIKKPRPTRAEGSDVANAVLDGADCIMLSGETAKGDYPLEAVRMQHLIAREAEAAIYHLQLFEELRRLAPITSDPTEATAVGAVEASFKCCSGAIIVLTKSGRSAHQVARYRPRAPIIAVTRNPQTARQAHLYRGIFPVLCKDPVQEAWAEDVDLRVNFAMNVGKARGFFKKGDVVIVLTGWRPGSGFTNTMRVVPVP
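Kinase-Glo luminescence reports ATP generated from ADP (0.1 mM) and PEP (0.5 mM) by purified hPK-M2 after 1 h at room temperature, pH 7.2 imidazole buffer; intermediate enzyme activity allows detecting inhibitors and activators.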
FLuc modulator: inhibits or activates purified firefly luciferase, miR-21 counter-screen | P08659 | purified FLuc, Km substrates, luminescence inhibition | Potency, µM (doses to about 57.5 µM), for the others: at the top dose activity change, negative = inhibition, usual class: inhibitors | 360,000 tested, 6.9% active | AID 588342;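 further: potency means the concentration at half of the fitted maximal effect; plate controls were vehicle for no effect and reference inhibitor for full effect; nearly all actives have a fitted effect of over 55% in size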
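Purified P. pyralis luciferase, 10 nM final, with Km-level 10 uM D-luciferin and 10 uM ATP in 50 mM Tris acetate pH 7.5, 10 mM Mg acetate, 0.01% Tween-20, 0.05% BSA; 6-point qHTS titration about 60 µM downward; luminescence read.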
BRCA1 expr act: increases BRCA1 expression; MCF7-BRCA1-FFLuc reporter, luminescence, 48 h; response scale: scaled: vehicle 0%, 10 µM genistein 100%; Potency, µM (series often up to 46.1 µM), inactives show at the highest dose activation, most hits filed as activators; 380,000 tested, 1.1% active; AID 624202; further: potency means the concentration at half of the fitted maximal effect; nearly all actives have a fitted effect of over 80% in size; some results filed as inactive show a strong effect at the top dose
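Cells: MCF7-BRCA1-FFLuc, 2000/well. Exposure: 48 h, 37 °C, 5% CO2. Read: luminescence, 15 min post-substrate. Controls: genistein 10 microM (maximal activation), DMSO (neutral).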
ELG1 genotoxic: inducers of genotoxicity in HEK293T ELG1-luciferase cells; HEK293T ELG1-luciferase reporter, luminescence, 16 h; Potency, µM (top dose mostly 46 µM), inactives show at the highest dose activity change, positive = activation, actives largely listed as activators; 330,000 tested, 1.3% active; AID 504466; further: potency means the concentration at half of the fitted maximal effect; % of control where 0% means no effect; nearly all actives have a fitted effect of over 60% in size
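Step 1: seed 2,000 HEK293T ELG1-luciferase cells per well. Step 2: add compound or DMSO, incubate 16 hr at 37 °C. Step 3: ONE-Glo, 30 min at room temperature, read luminescence.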
Giardia kill: kills Giardia lamblia; activity change, % at 7.66 µM, hits read low; AID 540267; 340,000 tested, 0.15% active; Giardia lamblia trophozoite viability; in the data active means activity change below about -80%; inconclusive means between about -30% and that limit;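 further: parasites exposed to compound for two days anaerobically before the ATP read; on the % scale 0 is the no-effect control and ±100 the full control effect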
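Trophozoites 100 cells/well + cpd; 48 hrs, 37 deg C, anaerobic. ATPLite 1-Step added, 15-30 min RT, luminescence read (ATP-based viability).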
NPC1 promoter act: NPC1 promoter activation; Huh7 NPC1 promoter luciferase reporter, 24 h; Potency, µM (titrated, usually from 9.22 µM), for the others: at the top dose activation, hits mostly activators; 320,000 tested, 2.4% active;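 further: potency means the concentration at half of the fitted maximal effect; % of control where 0% means no effect; nearly all actives have a fitted effect of over 60% in size; reporter is driven by a mutant NPC1 promoter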
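Stably transfected Huh7 (NPC1 promoter→luciferase), 1500 cells/well in Opti-MEM + 10% FBS, 2 h settle, then compound 24 h at 37 °C. Luminescence after 10 min with Amplite reagent.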
Numbers without * were called inactive; u = inconclusive; x = not tested or not shown; [ ] = dose if it differs, or a comment. Unless noted, the call rests on the fitted dose curve; in most records, active means well fitted curve in the direction sought with a large enough effect; inconclusive means small, poorly fitted or top-dose-only effect, or another doubt; inactive means no such curve, though single readings can be large; an effect the other way counts as inactive or inconclusive.

Every second line gives: Rab9 prom act	p53 reactivator	Gal4-VP16 FLuc	RORgamma inh	Menin MLL FP TR	PKM2 act	FLuc modulator	BRCA1 expr act	ELG1 genotoxic	Giardia kill	NPC1 promoter act
NS(=O)(=O)c1ccc(NC(=O)CN2CCCc3ccccc32)cc1
→ 3.1%	8.7%	-1.9%	27.7%	x	0.9%	3.0%	-6.7%	-1.6%	7.1	-11.1%
CC1CC(C)CN(C(=O)C(C)N2CCN(S(=O)(=O)c3cccs3)CC2)C1 (stereo not drawn)
→ 4.7%	-2.0%	x	x	x	x	x	9.8%	-2.3%	-0.6	1.9%
C/C(=N\NC(=O)c1ccc(OC2CCCC2)cc1)c1ccc(C)s1
→ 2.9%	4.5%	-1.3%	0.7%	-3.5%	1.6%	3.5%	0.0%	3.5%	-28.0	4.0%
COc1ccc(NC(=O)CSc2nnnn2Cc2ccccc2)cc1
→ -0.2%	-5.0%	-1.6%	19.9%	17.0%	1.3%	1.2%	0.9%	0.7%	-2.1	-4.0%
CCOc1ccccc1/C=N/Nc1cc(C)nc2ccc(C)cc12
→ 20.9%	13.2%	u	1.4%[1.91 µM]	-15.4%	-12.6%	-2.6%	71.9%	6.7%	-9.7	16.8%
Cc1ccc(CC2C(=O)N(c3ccc(C)cc3)C(=O)C2C)cc1 (stereo not drawn)
→ u	14.9%	u	u	5.9%	6.2%	-15.1%	95.4%	12.7%	2.2	29.6%
O=C(NC1CCCCC1)c1cc(S(=O)(=O)N2CCOCC2)ccc1Cl
→ -5.5%	6.1%	-2.3%	-10.5%	-18.2%	-7.9%	1.6%	-5.8%	-3.6%	-8.8	1.1%
CC(C)(C)OC(=O)NCCc1nnc(SCc2ccccc2)o1
→ -1.0%	-2.7%	-18.5%	41.7%	x	-1.0%	3.5%	-1.8%	-3.2%	13.4	-1.2%
COc1cccc(CN2CC(C(=O)NCCn3ccc(C)n3)CCC2=O)c1 (stereo not drawn)
→ 1.0%	10.3%	-3.3%	-4.7%	x	x	0.2%	6.2%	8.8%	-5.3	0.7%
CCOc1cccc(-c2nnc3sc(-c4ccco4)nn23)c1
→ 1.8%	4.5%	-5.8%	-19.7%[10 µM]	1.9%	-2.4%	-8.0%	32.5%	7.0%	-6.4	16.9%
Cc1ccc(CNC(=O)c2ccc3c(c2)NC(=O)CS3)cc1
→ 0.2%	-6.4%	-2.5%	28.3%	14.7%	x	-6.3%	-8.0%	1.3%[9.26 µM]	-6.1	6.6%
Cc1cccc(C)c1NC(=O)c1ccc(-c2ccc(Cl)cc2Cl)o1
→ -11.1%	10.0%	-1.1%	-1.5%	4.7%	-4.8%	-1.3%	-52.8%	-29.8%	4.9	6.4%
COc1cccc(NC(=O)CN(C)C(=O)COc2cc(C)ccc2Cl)c1
→ 3.2%	-0.7%	x	x	x	x	3.3%	-16.9%	-5.3%	0.9	-0.1%
COc1ccc(COC(=O)N/N=C(\C)CC(=O)Nc2c(C)cc(C)cc2C)cc1
→ -2.4%	-19.5%	-1.2%	35.6%	24.1%	4.2%	0.1%	0.3%	0.1%	-0.6	-2.7%
OCCN(Cc1ccccc1)CC1CCCCC1
→ x	x	-18.7%	-18.6%	-1.2%	-3.2%	0.2%	-7.9%	x	1.8	x
CCNc1nc(NCC)nc(-n2nc(C)cc2C)n1
→ 0.6%	-3.6%	2.24µM*	0.708µM*	5.9%	-2.6%	0.5%	6.5%	u	u	11.0%
Cc1cccc(C)c1OCC(O)CNC(C)C (stereo not drawn)
→ -2.4%	1.6%	-5.8%	5.4%	-7.6%	-0.8%	-11.7%	-6.2%	-2.4%	-18.8	9.1%
Nc1nnnn1/N=C/c1ccc(Br)cc1
→ -0.4%	-9.8%	1.8%	13.8%	-7.4%	4.7%	-0.4%	13.0%	u	0.5	3.1%
CCN(C(=O)CSc1nnc(-c2ccccc2Cl)n1C1CCCC1)C1CCS(=O)(=O)C1 (stereo not drawn)
→ 1.6%	-0.1%	8.6%	16.5%	-3.7%	-3.8%	0.2%	-26.6%	-6.8%	9.5	-1.9%
CCOC(=O)c1sc2nc3c(cc2c1N)C(=O)CC(C)(C)C3
→ 28.9%	1.7%	-22.9%	39.9%	1.5%	-1.3%	-20.4%	63.7%	-1.0%	-1.4	24.3%
Cc1c(OCC(=O)NCCCN2CCOCC2)ccc2c(-c3ccccc3)cc(=O)oc12
→ -0.1%	-5.6%	-6.0%	-0.8%	0.7%	-0.4%[0.46 µM]	2.8%	-28.6%	0.3%	-10.0	1.8%
CSc1nc2nc(-c3ccccc3)cc(C(F)(F)F)n2n1
→ -0.1%	-6.4%	8.3%	-5.8%	23.5%	-10.1%	-3.2%[2.3 µM]	-14.5%	-5.8%	3.4	-5.6%
CCOC(=O)C(/C(C)=N/NC(=O)C1CC1c1ccccc1)C(C)C (stereo not drawn)
→ -12.1%	-11.6%	-9.1%	-16.7%	-13.5%	1.3%	0.8%	1.5%	-0.5%	-0.4	-5.7%
Cc1cc(C)cc(NC(=O)c2ccc(S(=O)(=O)C(F)F)cc2)c1
→ 2.0%	17.5%	22.4%	u	17.8%	2.4%	13.5µM*	57.4%	1.8%	5.2	2.1%
Cc1ccc(C)c(S(=O)(=O)N2CCC3(CC2)OCCN3S(=O)(=O)c2cccs2)c1
→ -6.5%	-1.6%	x	x	x	x	-1.6%	-44.7%	-3.9%	8.2	2.7%
O=C(COC(=O)COc1ccccc1[N+](=O)[O-])NC1CCCC1
→ 0.5%	3.8%	0.7%	-23.0%	7.1%	-0.8%	2.9%	23.6%	-1.3%	-11.0	-1.1%
O=C(NCc1cccnc1)Nc1cccc(NC(=O)NCc2cccnc2)c1
→ -5.0%	6.8%	-6.4%	-25.1%	11.9%	1.8%	u	-1.4%	3.4%	-0.2	6.8%
O=C(C1CC1)N1N=C(c2ccncc2)CC1(O)C(F)(F)F (stereo not drawn)
→ -1.1%	-0.4%	-3.0%	-41.9%	-16.8%	-29.7%	-0.3%	-19.3%	-1.3%	4.3	-1.2%
CCN(CC)CCSc1nnc2c3cc(F)ccc3n(Cc3ccccc3)c2n1
→ 0.5%	-0.4%	-6.7%	-17.7%	u	x	-2.3%	-16.8%	-3.2%	4.7	-0.8%
Cc1cc(NC(=O)CSc2nnc(-c3ccccc3C)n2C)no1
→ -1.1%	-1.5%	x	x	x	x	x	1.7%	-0.3%	17.0	1.3%
O=c1c2ccccc2nc2n1CCN2Cc1ccc(Cl)cc1
→ -22.1%	6.6%	-0.2%[0.365 µM]	u	2.0%	5.7%	-8.6%	-45.1%	u	-15.2	-8.9%
COc1ccc(S(=O)(=O)NC(C)CCc2ccccc2)cc1 (stereo not drawn)
→ -24.0%	-1.6%	19.1%	2.7%	-16.4%	2.4%	4.2%	13.6%	-2.5%	5.2	-3.9%
Cc1ccccc1/C(N)=N/OC(=O)/C=C/c1ccccc1
→ u	u	-97.4%	-44.6%	-3.7%	-11.6%	u	u	u	-4.3	25.2%
CCc1nn(C(C)C(=O)N2CCN(Cc3ccccc3)CC2)c(=O)c2cc3occc3n12 (stereo not drawn)
→ -1.7%	1.1%	-1.8%	29.6%	u	-6.3%	2.8%	-20.3%	-3.7%	6.7	-1.1%
Cc1ccc(S(=O)(=O)N2CCN(CCNC(=O)C(=O)Nc3ccc(F)cc3)CC2)cc1
→ -0.7%	0.0%	-2.2%	-41.2%	u	x	0.6%	-18.2%	4.5%	-0.6	0.3%
CCOc1ccc2nc(C)cc(C(=O)O)c2c1
→ 3.8%	1.5%	-4.5%	13.3%	3.6%	-1.7%	1.6%	14.8%	0.8%	13.3	-0.2%
Nc1cccc2c1C(=O)N(C(=O)c1cccc(S(=O)(=O)N3CCCCCC3)c1)C2=O
→ -8.5%	-0.9%	u	-19.8%	19.7%	4.1%	-3.4%	-12.7%	0.2%	1.3	-5.2%
Cc1ccc(-n2c(C)cc(/C=C3\NC(=O)NC3=O)c2C)c(C)c1
→ 2.1%	10.0%	-2.8%	-0.8%	-15.6%	5.6%	8.49µM*	-9.4%	8.3%	-10.3	1.2%
N#Cc1nc(-c2ccccc2F)oc1NCCc1ccccn1
→ 3.5%	4.5%	4.7%	27.5%	-0.3%	8.3%	-13.2%	55.0%	8.9%	6.7	18.8%

High-throughput results from PubChem BioAssay.

These rows are one share of the data; count on the stated rates, not on these rows.
